High-throughput results (PubChem BioAssay)
MOR-DOR inv ag: inverse agonists of human mu-delta opioid receptor heterodimerization | cell-based MOR-DOR heterodimer luminescence, inverse agonism | inhibition, % at 9.3 µM | 340,000 compounds, 0.21% hits | AID 504357; in the data active means inhibition above about 22%, passing the limit was not always enough;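 further: 0% = cells with DMSO and 100% = wells without cells with DMSO; values of inactives mirror those of a sister screen read the other way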
Target sequence (P35372 whole entry, looked up): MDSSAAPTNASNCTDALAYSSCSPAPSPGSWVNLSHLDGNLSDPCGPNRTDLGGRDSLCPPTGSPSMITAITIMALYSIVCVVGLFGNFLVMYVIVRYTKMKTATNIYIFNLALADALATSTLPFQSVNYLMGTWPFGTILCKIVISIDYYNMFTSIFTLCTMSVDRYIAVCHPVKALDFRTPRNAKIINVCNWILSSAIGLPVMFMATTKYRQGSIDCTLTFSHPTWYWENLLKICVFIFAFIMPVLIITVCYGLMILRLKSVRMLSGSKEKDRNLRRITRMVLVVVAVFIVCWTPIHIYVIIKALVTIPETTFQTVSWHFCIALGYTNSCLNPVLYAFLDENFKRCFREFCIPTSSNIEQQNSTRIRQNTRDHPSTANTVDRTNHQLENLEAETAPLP
Target sequence (P41143 whole entry, looked up): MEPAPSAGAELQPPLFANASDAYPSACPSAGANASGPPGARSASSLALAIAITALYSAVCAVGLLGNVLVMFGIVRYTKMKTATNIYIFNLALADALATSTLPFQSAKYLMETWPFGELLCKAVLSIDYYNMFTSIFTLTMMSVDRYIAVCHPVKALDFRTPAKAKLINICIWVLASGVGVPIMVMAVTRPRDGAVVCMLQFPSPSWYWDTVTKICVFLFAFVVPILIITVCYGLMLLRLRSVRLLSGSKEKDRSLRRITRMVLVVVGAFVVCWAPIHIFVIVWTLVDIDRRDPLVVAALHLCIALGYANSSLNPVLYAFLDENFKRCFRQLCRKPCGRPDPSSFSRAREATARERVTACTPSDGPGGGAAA
PKA-R2B activ: activates the human PKA-R2B holoenzyme complex. P22694+P31323. PKA-R2B holoenzyme dissociation, Cy5-IP20 fluorescence polarization; R2B truncated from residue 108, S112A mutant; 0% DMSO only, 100% 113 µM cGMP. activation, % at 11.4 µM. 340,000 compounds, 0.079% hits. AID 504700;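 active means activation above a cutoff set at the mean over all compounds plus 3 SD, cut at about 18% in these data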;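 further: higher means more holoenzyme dissociation and a rise in polarization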
Ecoli viability: bacterial growth inhibition, counter-screen for AddAB inhibitors | 330,000 compounds, 0.27% hits | E. coli V3065 growth, OD600 absorbance, 18 h | inhibition, % at 11.9 µM;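 active means inhibition above the campaign's mean inhibition across all tested compounds plus 3 SD, cut at about 9.9% in these data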;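 further: uninfected addAB+ strain grown without phage in ampicillin broth; 0% = DMSO wells and 100% = ciprofloxacin 0.95 µg/ml wells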
OPRM1-OPRD1 ag: OPRM1-OPRD1 heterodimerization agonism. P35372+P41143. cells, luminescence. activation, % at 9.3 µM. 340,000 compounds, 0.3% hits. AID 504326; in the data active means activation above about 18%;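 further: 0% = vehicle-treated cells and 100% = reference agonist; values of inactives mirror those of a sister screen read the other way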
PfHsp90 yeast 2: growth inhibition of yeast expressing Plasmodium Hsp90. S. cerevisiae expressing PfHsp90, BacTiter-Glo ATP, 48 h; yeast lacking PDR1 and PDR3 efflux regulators. inhibition, % at 9.4 µM. 310,000 compounds, 0.32% hits. AID 504621;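 active means every replicate shows inhibition above about 80%, whatever the replicate mean, limit read from the data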;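 further: 0% = DMSO neutral controls and 100% = 20 µM radicicol positive controls; yeast relying on Plasmodium falciparum Hsp90 in place of its own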
AddAB inh: less growth of phage-infected E. coli with AddAB | E. coli expressing H. pylori AddAB, absorbance growth | 330,000 compounds, 0.29% hits | AID 435030 | inhibition, % at 11.9 µM; in the data active means inhibition above about 12%;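 further: 0% = vehicle wells of infected cells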
Tat transport: E. coli Tat transport inhibition; E. coli MC4100 TorA-mCherry Tat export, fluorescence; inhibition, % at 10 µM; 340,000 compounds, 0.036% hits; AID 488895;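 active means mean replicate inhibition at least 50% and at least half of replicates individually reaching 50%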;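 further: exported cargo escapes ClpAP degradation while cytoplasmic cargo is degraded and loses fluorescence; 0% = median of neutral control wells and 100% = median of NaSCN control wells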
Mot1-301 SUMO: blocks SUMOylation pathway, rescuing yeast Mot1-301 growth | 320,000 compounds, 1% hits | S. cerevisiae Mot1-301 growth rescue, ATP luminescence, 38.5C; percent above DMSO median, 100 means doubled | AID 2716 | growth rescue, % at 18.8 µM;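 active means every valid replicate shows activation above 250% relative to neutral control wells; inactive means the rest, any valid replicate at or below 250%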;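 further: OY570 slx delta 5 strain wells were the positive control but not used for scaling; some compounds called inactive have numbers as strong as hits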
phage Ecoli inh: E. coli growth loss with phage present; 360,000 compounds, 0.26% hits; inhibition, % at 11.9 µM; growth absorbance; AID 651602; in the data active means inhibition above about 11%
HTR5A inv ag: HTR5A inverse agonism, opioid heterodimer counter-screen | HTR5A cell line, luminescence | 340,000 compounds, 0.083% hits | inhibition, % at 9.3 µM; in the data active means inhibition mostly above about 23%, no sharp cut-off; inactive means mostly below about 18%;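 further: 0% = cells with DMSO and 100% = no-cell wells with DMSO; some compounds called inactive have numbers as strong as hits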
PKA-R1A act: activates the PKA-R1A holoenzyme complex; AID 504707; PKA-R1A dissociation, Cy5-IP20 fluorescence polarization; scaled: DMSO 0%, 113 µM cGMP 100%; P00514+P68181; 340,000 compounds, 0.083% hits; activation, % at 11.4 µM;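 active means percent activation above the mean of all tested compounds plus 3 SD, cut at about 19% in these data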;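 further: higher means more PKAc released from R1A so a rise in polarization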
* marks the source's active call; other numbers are inactive results; i = inactive; . = not tested or not shown.

SMILES	MOR-DOR inv ag	PKA-R2B activ	Ecoli viability	OPRM1-OPRD1 ag	PfHsp90 yeast 2	AddAB inh	Tat transport	Mot1-301 SUMO	phage Ecoli inh	HTR5A inv ag	PKA-R1A act
Cc1cc(=O)oc2cc(OCC(=O)N3c4ccccc4NC(=O)C3(C)C)ccc12	5.3	-0.2	1.0	-1.0	-5.6	0.7	4.6	6.0	0.3	-8.9	-1.7
COc1ccc(CNC(=O)c2ccc(C(C)(C)C)cc2)cc1	7.2	-6.0	2.9	-1.5	-10.9	-0.2	-13.7	108.4	0.8	6.9	-3.7
CC1CCc2c(sc3nc(C4CC4)nc(N4CCN(C(=O)c5ccco5)CC4)c23)C1 (centres undefined)	-10.6	-15.7	0.1	1.8	-0.2	2.9	-0.6	-4.2	3.3	8.0	3.5
Cc1c(NC(=O)C(C)Oc2ccc(Br)cc2Cl)c(=O)n(-c2ccccc2)n1C (centres undefined)	16.4	-7.0	2.2	-3.0	-34.9	1.0	-3.7	47.9	1.2	15.4	1.6
CCn1nc(C)c(CNC(=O)Nc2ccccc2C(=O)OC)c1C	5.1	-10.8	-0.7	-1.0	12.8	1.7	-5.6	-8.4	2.6	5.4	-5.8
COC(=O)c1cccc(C(=O)N2CCC(CO)(Cc3ccccc3Cl)CC2)c1	5.3	-4.4	0.7	-1.1	-3.1	-0.4	0.8	-19.6	0.9	0.7	-6.1
CC(C)CNC(=O)C1(N2C(=O)c3ccccc3C2=O)CCCC1	11.6	7.3	.	-2.3	-9.0	.	2.7	.	.	8.2	1.4
Nc1nnnn1/N=C/c1cccc(OCc2ccccc2Cl)c1	-1.6	-0.6	-3.3	0.3	.	-0.5	-0.5	1.6	-0.6	0.1	6.2
Cc1ccc(C2(C)NC(=O)N(CC(=O)Nc3ccc4c(c3)CCC4)C2=O)cc1 (centres undefined)	14.2	-4.5	-2.1	-3.5	.	2.1	6.0	1.3	0.8	24.7	-18.5
C#CCOCCOCCOCCNc1nc(N2CCN(C(=O)[C@H]([C@@H](C)O)n3cc(CCCCN)nn3)CC2)nc(N2CCN(C(=O)[C@H]([C@@H](C)CC)n3cc(CCCCN)nn3)CC2)n1	-4.0	-7.4	-1.8	0.7	-8.5	0.0	-2.3	-3.1	1.1	13.7	-2.6
COCCn1nnnc1CN(CCc1ccc(OC)c(OC)c1)Cc1cc2ccc(C)cc2[nH]c1=O	9.3	-4.1	-1.1	-1.9	5.3	3.8	3.5	-13.2	2.3	-13.7	-4.1
CS(=O)(=O)N(CC(N)=O)c1ccc(F)c(Cl)c1	17.9	-6.8	1.4	-3.6	.	3.9	-1.7	163.5	0.7	16.8	-7.2
COc1ccc(CCN(C)C(=O)C2CCN(Cc3ccc(C)cc3)CC2)cc1OC	14.1	1.9	0.2	-2.6	-5.6	-1.9	-8.6	.	2.4	6.6	0.1
CCOC(=O)N1CCN(C(=O)Cn2ncn3nc(-c4cccs4)cc3c2=O)CC1	18.3	-0.4	-0.1	-3.8	-25.0	1.3	-1.0	6.0	2.2	17.3	14.5
O=C(Nc1nc(-c2ccccc2)cs1)c1ccco1	1.2	-6.7	2.0	-0.2	0.5	-0.6	14.2	-6.2	4.9	-27.1	5.3
O=C(O)CSc1nnc(COc2ccc(Br)cc2)n1-c1ccccc1	10.0	3.9	-1.1	-2.2	-3.4	-2.6	2.9	3.1	-1.0	0.2	1.9
Oc1c(C=Nc2ccccc2)sc2ccccc12	2.7	1.1	1.2	-0.5	22.4	0.9	-7.5	-22.4	3.7	-4.9	-10.4
Cc1ccccc1NCCNc1ccccc1C	-19.1	-0.5	2.9	3.1	-9.8	1.1	5.4	12.2	0.3	-11.4	-3.1
CSCCC(NC(=O)c1ccccc1Cl)C(=O)N1CCCCCCC1 (centres undefined)	-1.1	5.1	0.9	0.3	-26.0	-0.4	4.8	4.7	5.6	-3.2	3.6
O=C(c1ccc(Cl)cc1)N1CCN=C1c1ccccc1	11.2	-3.9	-1.3	-1.9	5.2	-0.2	-0.3	20.8	2.9	-4.0	6.6
Cc1ccc(S(=O)(=O)NC(C)C(=O)NC(C)c2cccs2)cc1 (centres undefined)	-9.1	7.9	-1.5	1.2	5.0	0.3	-4.4	6.4	2.7	13.5	-9.8
CCN(CC)CCNC(=O)c1c(C)oc2cc(Br)c(OC)cc12	-1.4	11.0	-0.2	0.3	3.5	0.5	6.6	i	0.6	-30.0	12.9
COc1ccc2c(=O)c3c(=O)n(CCc4ccccc4)c(C(C)C)nc3oc2c1	9.7	-7.6	-1.8	-2.0	10.6	1.6	3.5	-14.0	1.1	6.8	0.2
CC(=O)c1c(C)oc2ccc(NS(=O)(=O)c3ccc(C)cc3)cc12	-9.4	0.8	1.2	1.8	6.3	-0.3	1.0	-10.5	-3.0	4.8	-2.7
Cc1cc(=O)oc(C)c1C(=O)NCCCN1CCN(c2ccc(F)cc2)CC1	-1.0	2.9	-0.7	0.2	.	-0.3	-2.3	28.2	0.9	-9.8	-0.5
CC(=O)N1CCN(CC(=O)Nc2c(Cl)cccc2Cl)CC1	8.0	4.2	2.0	-1.4	15.8	0.1	-6.5	-7.9	1.1	-10.0	-6.4
OC(COc1cccc2ccccc12)CN1CCN(c2ccccc2)CC1 (centres undefined)	-4.1	-17.5	-1.0	0.9	-6.9	-0.8	5.5	22.7	2.0	-8.6	-11.4
COc1ccccc1CNC(=O)C1CC2Cn3c(nc4ccccc43)C2N1C (centres undefined)	-2.2	-1.6	0.0	0.4	-28.4	2.4	8.8	15.4	1.7	30.5	1.0
CC1(C)CC(=O)c2cc(O)ccc2O1	19.5	-4.7	-2.1	-3.6	4.4	4.5	-3.0	-10.4	3.0	11.9	-3.1
COc1ccc(C(=O)Nc2ccc(OC)c([N+](=O)[O-])c2)cc1Br	10.0	-3.7	1.1	-2.0	26.5	0.2	-4.3	-2.3	3.9	11.7	0.4

Copied from the list:
CC(=O)N1CCN(CC(=O)Nc2c(Cl)cccc2Cl)CC1 @ Mot1-301 SUMO: -7.9
OC(COc1cccc2ccccc12)CN1CCN(c2ccccc2)CC1 (centres undefined) @ PKA-R1A act: -11.4

The list goes on.
SMILES	MOR-DOR inv ag	PKA-R2B activ	Ecoli viability	OPRM1-OPRD1 ag	PfHsp90 yeast 2	AddAB inh	Tat transport	Mot1-301 SUMO	phage Ecoli inh	HTR5A inv ag	PKA-R1A act
CCCCC(=O)Nc1ccc2c(c1)OCCO2	6.0	4.9	1.5	-1.1	18.5	4.0	-2.8	128.0	3.5	-14.8	-12.9
O=C(NCCCNc1ccnc2cc(Cl)ccc12)c1ccccc1F	-5.0	-3.5	1.3	1.1	-9.0	0.1	11.9	3.0	3.8	-24.1	8.8
CC(C)(C)NC(=O)Nc1nnc(SCC(=O)NC2CCCCC2)s1	3.9	-2.1	-2.3	-0.6	14.0	-0.4	3.3	6.1	3.5	-6.9	-20.2
O=c1[nH]c2ccccc2cc1CN(Cc1ccco1)S(=O)(=O)c1ccccc1	0.6	-8.8	-0.8	-0.1	-3.5	4.2	3.7	189.9	0.6	-18.2	-1.4
COC(=O)c1cccn(CC(=O)c2ccc(Cl)cc2Cl)c1=O	11.0	-4.1	-1.3	-2.2	10.2	1.6	-4.0	11.2	2.8	3.6	2.9
Cc1cccc(N/C=C/c2onc(C)c2[N+](=O)[O-])c1	-17.8	1.9	1.7	3.0	7.4	2.1	-4.0	261.6	1.9	-8.4	-6.3
COC(C/C=C\[C@@H](O)[C@@H](C)OCc1ccccc1)OC	5.6	4.1	-1.7	-1.0	.	-0.3	-10.5	2.8	2.5	-18.6	-9.1
CCOC(=O)C(=CNc1cc(OC)ccc1-n1cccc1)C(=O)OCC	-13.1	4.6	-2.5	2.6	43.1	-1.5	14.5	-16.2	-1.7	-42.8	-5.5
Cc1ccn2c(=O)nc(SCC(=O)N3CCCCC3)nc2c1	-4.9	-4.8	1.1	0.8	.	5.3	-11.4	5.3	2.9	-2.2	-9.0
COc1ccc(/C=C/C(=O)NC(C)CCc2ccccc2)cc1 (centres undefined)	8.9	-0.8	0.9	-1.6	1.4	2.0	-7.1	.	1.8	13.7	-1.4
O=S(=O)(/C=C/c1ccccc1)Nc1ccc(F)cc1	1.6	-7.5	1.3	-0.3	-26.4	2.1	7.6	-7.8	-3.9	15.0	-11.5
CC(=O)c1ccc(Nc2c(C)n(C)n(-c3ccccc3)c2=O)cc1	5.7	-8.9	1.0	-1.1	-0.6	2.3	8.3	-3.7	1.5	4.9	0.5
O=C(c1ccc([N+](=O)[O-])c(CS(=O)(=O)c2ccc(Cl)cc2)c1)N1CCCC1	6.3	10.9	-1.9	-1.1	-0.8	2.1	-1.1	45.2	4.0	5.9	-11.2
Cc1cc(C)nc(N/N=C/c2cc(Br)ccc2O)n1	-11.0	-16.6	-2.8	2.0	-51.5	0.3	24.1	.	-2.1	32.5*	-5.7
CN(C)CCCNC(=S)NCCNc1nc2cc3c(cc2cc1C#N)OCO3	-8.5	0.1	0.2	1.6	0.4	2.2	1.9	14.6	4.7	14.3	-0.2
O=C(CN1CCN(Cc2ccc(F)cc2)CC1)Nc1ccccc1F	6.1	-5.0	0.5	-1.2	-28.9	1.3	9.2	73.0	0.6	7.0	-7.7
Cc1oc(C)c(C(N)=O)c1C(N)=O	0.1	-1.9	-2.6	0.0	12.6	2.8	-8.4	-15.9	0.4	4.2	-6.5
Cc1ccn2cc(CCNC(=O)c3ccc(Br)o3)nc2c1	10.8	-14.7	1.3	-1.8	3.7	3.9	-5.6	-8.7	4.4	1.4	-11.2
CSc1nnc(N2C(=O)C(O)=C(C(=O)c3ccco3)C2c2ccccc2F)s1 (centres undefined)	11.1	1.0	-0.6	-2.1	5.7	2.0	-6.1	95.5	0.9	-5.2	1.9
O=C(CN1C(=O)COc2ccc(Cl)cc21)Nc1ccc2c(c1)OCCO2	-17.9	-1.5	0.2	3.4	-14.4	1.5	-3.9	18.5	4.7	-41.4	-1.1
CCc1nnc(NCn2nc(C)cc2C)s1	7.9	-7.1	-0.5	-1.5	5.0	3.5	-1.3	9.4	3.2	-6.4	2.4
CC1(C)CC(NC(=O)c2cccc(S(=O)(=O)N(Cc3ccccc3)c3ccccc3)c2)CC(C)(C)N1	7.8	-2.7	-2.2	-1.6	-1.9	4.4	1.7	-15.2	3.2	17.4	-0.6
CCCNC(=O)CSc1ccc(S(=O)(=O)N2CCCC2)cn1	8.3	-3.3	0.0	-2.2	5.0	0.8	8.5	94.4	-1.1	12.1	6.9
CCOc1ccc(CCNC(=O)COC(=O)c2ccc(S(C)(=O)=O)cc2)cc1OCC	7.6	-5.3	2.8	-1.4	-33.5	0.0	-2.1	-7.2	0.8	-11.9	-13.1
Cc1cc(NC(=O)Cn2nc(C(F)(F)F)c3c2CCC3)n(-c2ccccc2)n1	11.2	5.8	0.0	-2.3	-10.0	2.6	-6.3	22.9	-0.3	10.5	-0.6
